# Assay outcomes: PubChem, National Center for Advancing Translational Sciences (NCATS)
# Eya2 inh: inhibitors of human Eya2 phosphatase activity; 330,000 tested, 0.006% active; recombinant Eya2, OMFP fluorescence dephosphorylation (OMFP is methylfluorescein phosphate); Potency, µM (doses to about 76.9 µM), for the others: at the top dose activity, negative = inhibition, most hits filed as inhibitors; O00167; also: potency is read from the fitted curve at half-maximal effect; % is scaled to controls: 0 for no effect and ±100 for the full control effect
#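 Eya2 (0.2 uM) preincubated 10 min at ambient with compound, then OMFP substrate added at 50 uM; 10 min reaction in 50 mM HEPES pH 7.5, 50 mM NaCl, 5 uM MgCl2, 0.05% BSA, 1 mM DTT. Fluorescence read at Ex 485/Em 525 nm.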
# PTAP TSG101 blk: blocks PTAP/TSG101 interaction to inhibit HIV-1 budding; Fluorescence polarization, FITC-PTAP peptide / Tsg101 binding; AID 493005; 340,000 tested, under 10 active; Q99816; Potency, µM (titrated, usually from 115 µM), without a hit: at the highest dose activity change, negative = inhibition, usual class: inhibitors; active = well fitted inhibition curve with a large enough effect in the main read-out, with a control signal flat, not every such curve was filed as active; inconclusive = small, poorly fitted or top-dose-only effect, or effect the other way, or a change in a side signal; inactive = no such curve, though single readings can be large or run the other way; also: potency is read from the fitted curve at half-maximal effect; % of control where 0% means no effect
# Target sequence (Q99816 whole entry, looked up): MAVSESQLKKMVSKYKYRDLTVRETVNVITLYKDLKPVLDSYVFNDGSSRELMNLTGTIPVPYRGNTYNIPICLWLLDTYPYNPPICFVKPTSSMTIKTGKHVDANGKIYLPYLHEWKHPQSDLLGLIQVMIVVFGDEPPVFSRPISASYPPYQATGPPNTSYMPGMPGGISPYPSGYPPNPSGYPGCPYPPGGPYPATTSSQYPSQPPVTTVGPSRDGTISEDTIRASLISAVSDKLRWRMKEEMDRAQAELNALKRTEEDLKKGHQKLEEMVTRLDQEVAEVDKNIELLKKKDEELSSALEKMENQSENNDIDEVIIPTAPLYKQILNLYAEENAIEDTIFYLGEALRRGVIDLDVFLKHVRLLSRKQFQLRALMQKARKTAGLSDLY
#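 Fluorescence anisotropy tracks displacement of a FITC-tagged PTAP peptide (50 nM) from the Tsg101 binding domain (10 uM), following a 20 min room-temperature incubation at pH 7.5.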
# B2AR arrestin: agonists driving beta-arrestin recruitment to human beta2-adrenergic receptor. P07550. beta-arrestin recruitment to beta2AR, cell-based reporter. Potency, µM (highest dose often 46.1 µM), for the others: top-dose activation, most hits filed as activators. 330,000 tested, 0.02% active. AID 492947;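 also: potency is read from the fitted curve at half-maximal effect; 0% = DMSO controls and full agonism = EC100 isoproterenol or metaproterenol; nearly all actives have a fitted effect of over 65% in size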
# Target sequence (P07550 whole entry, looked up): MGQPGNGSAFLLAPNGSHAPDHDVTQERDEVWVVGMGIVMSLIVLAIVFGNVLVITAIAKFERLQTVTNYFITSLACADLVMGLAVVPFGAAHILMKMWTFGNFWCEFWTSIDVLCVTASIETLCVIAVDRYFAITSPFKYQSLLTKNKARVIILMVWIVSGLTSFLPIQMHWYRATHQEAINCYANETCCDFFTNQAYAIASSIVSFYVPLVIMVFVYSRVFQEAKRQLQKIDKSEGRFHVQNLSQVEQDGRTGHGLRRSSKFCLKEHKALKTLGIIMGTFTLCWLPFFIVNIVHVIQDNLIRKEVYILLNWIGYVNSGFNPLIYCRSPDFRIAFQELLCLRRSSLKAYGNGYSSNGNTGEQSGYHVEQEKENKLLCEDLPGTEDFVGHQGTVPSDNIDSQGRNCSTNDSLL
# Tb PFK inh: blocks T. brucei phosphofructokinase | AID 485367 | T. brucei PFK, ADP-Glo luminescence | O15648 | 330,000 tested, 0.17% active | Potency, µM (top dose mostly 57.5 µM), for the others: at the highest dose activity, negative = inhibition, usual class: inhibitors;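 also: potency is read from the fitted curve at half-maximal effect; 0% = uninhibited 1x PFK enzyme wells and -100% = no-enzyme wells; nearly all actives have a fitted effect of over 60% in size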
#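 ADP-Glo luminescence quantified ADP after 45 min at room temperature, with 1.25 nM T. brucei PFK, 0.1 mM ATP and 0.5 mM fructose-6-phosphate in pH 8.0 TEA buffer. qHTS titrations up to 57 µM; curves classified by quality.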
# uPA surface inh: blocks generation of uPA at the cell surface | cell surface uPA generation assay, qHTS | Potency, µM (top dose mostly 38.3 µM), for the others: at the top dose activity change, negative = inhibition, usual class: inhibitors | 330,000 tested, 0.31% active | AID 540303; active = well fitted inhibition curve with a large enough effect; inconclusive = small, poorly fitted or top-dose-only effect; inactive = no such curve, though single readings can be large or run the other way; tested in mouse RAW 264.7 cells; also: potency is read from the fitted curve at half-maximal effect; % is scaled to controls: 0 for no effect and ±100 for the full control effect; nearly all actives have a fitted effect of over 55% in size
# Chronic BCR inh: inhibitors of chronic active B-cell receptor signaling; 340,000 tested, 0.05% active; Potency, µM (titrated, usually from 46.1 µM), without a hit: at the top dose ratio change, negative = lower green/red ratio, hits mostly inhibitors; AID 493014; ABC-DLBCL IkBa-CBG/CBR reporter, luminescence ratio, 4 h; active = well fitted inhibition curve with a large enough effect in the signal ratio, with a control signal flat, not every such curve was filed as active; inconclusive = small, poorly fitted or top-dose-only effect, or effect the other way, or a change in a side signal; the % refers to the signal ratio;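 also: potency is read from the fitted curve at half-maximal effect; plate controls were basal doxycycline-induced cells for no effect and cells given 10 µM MG132 for full effect; MG132 reads +100%, hits lower the ratio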
#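 TMD8 ABC-DLBCL cells carrying doxycycline-inducible green luciferase fused to IkappaBalpha plus unfused red luciferase were exposed to compounds (up to 46 uM) for 4 hrs at 37C. Activity came from the overlap-corrected green/red luminescence ratio.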
# USP2a block: blocks human ubiquitin-specific protease USP2a; O75604; USP2 core, Ub-CHOP2 coupled fluorogenic reporter, 485/531; Potency, µM (highest dose often 38.3 µM), for the others: top-dose activity change, negative = inhibition, most hits filed as inhibitors; 330,000 tested, 0.01% active; AID 463254;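 also: potency is read from the fitted curve at half-maximal effect; plate controls were DMSO wells for no effect and full inhibition by NEM control for full effect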
#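 Deubiquitinase activity read as fluorescence (485/531 nm) after Ub-CHOP2 cleavage activates the enterokinase reporter on its substrate; USP2 core 10nM, Ub-CHOP2 and substrate 25nM each, 30min compound preincubation then 60min RT; data normalized to NEM, curves fitted.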
# TSHR antagonist: blocks TSH signaling through the human TSH receptor; P16473; TSHR-expressing cells, TSH-stimulated cAMP HTRF, 2 h; stronger effect = lower value; 330,000 tested, 0.2% active; activity change, negative = inhibition, % at 11.5 µM;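 active = activity change below a set negative limit, meaning inhibition stronger than a set level, cut at about -70% in these data; inconclusive = activity change between two set negative limits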; also: % is scaled to controls: 0 for no effect and ±100 for the full control effect
#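 Read-out is FRET at 665 nm (cryptate excitation 337 nm) from a cryptate-tagged anti-cAMP antibody, competed by cell cAMP against cAMP-d2. Compounds are tested on freshly harvested TSHR cells challenged with 4nM TSH (EC80) for 2 hours at 37 deg C.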
# ELG1 DNA repair: ELG1-dependent DNA repair inhibition. HEK293T ELG1-luciferase reporter, luminescence, 16 h; DNA damage induced by 5-fluorouridine. Potency, µM (highest dose often 46.1 µM), inactives show top-dose activity change, negative = inhibition, usual class: inhibitors. 330,000 tested, 2.3% active; also: potency is read from the fitted curve at half-maximal effect; % is scaled to controls: 0 for no effect and ±100 for the full control effect; nearly all actives have a fitted effect of over 55% in size
#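 Overnight (16 hr) co-exposure of 2,000 cells/well to 5-fluorouridine and compound at 37 °C preceded detection. Luciferase was quantified via ONE-Glo luminescence; loss of signal denotes inhibition.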
# Mito fusion yeast: blocks mitochondrial division or promotes mitochondrial fusion; S. cerevisiae fusion-defective mutant growth rescue, CellTiterGlo 48 h; Potency, µM (series often up to 46.1 µM), inactives show top-dose growth rescue (activation), most hits filed as activators; AID 485298; 320,000 tested, 0.23% active;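 also: potency is read from the fitted curve at half-maximal effect; % of control where 0% means no effect; nearly all actives have a fitted effect of over 45% in size; temperature-sensitive fusion mutants such as fzo1-1 at 37 °C on non-fermentable ethanol glycerol medium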
#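 Temperature-sensitive fusion-defective S. cerevisiae (e.g. fzo1-1, mgm1-5) were grown with compound in YPEG medium (3% ethanol, 3% glycerol) for 48 hours at 37C. Growth rescue was measured as viability by CellTiterGlo luminescence after 10 minutes at ambient.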
# TCR activator: activates T cell receptor signaling; primary human leukocytes, anti-CD3, IL-2 HTRF, 48 h; Potency, µM (doses to about 9.22 µM), for inactives: at the top dose activation of IL-2 secretion, actives largely listed as activators; 330,000 tested, under 10 active; also: % of control where 0% means no effect
#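 IL-2 release read by HTRF sandwich (Eu cryptate donor, d2 acceptor, 665 nm emission) after 48 hr exposure of primary human leukocytes to compound together with anti-CD3 beads in the absence of co-stimulatory signals.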
# * marks the source's active call; other numbers are inactive results; ? = inconclusive; nt = not tested or not shown; [ ] = another dose, or the depositor's remark. Unless noted, calls follow the shape of the dose curve; as a rule, active = well fitted curve in the direction sought with a large enough effect; inconclusive = small, poorly fitted or top-dose-only effect, or another doubt; inactive = no such curve, though single readings can be large; an effect the other way counts as inactive or inconclusive.
SMILES,Eya2 inh,PTAP TSG101 blk,B2AR arrestin,Tb PFK inh,uPA surface inh,Chronic BCR inh,USP2a block,TSHR antagonist,ELG1 DNA repair,Mito fusion yeast,TCR activator
COCCN(C(=O)COC(=O)CCC1CCCC1)c1c(N)n(Cc2ccccc2)c(=O)[nH]c1=O,10%,-1%,0.6%,-9%,-4%,-2%,3%,nt,14%,-5%,1%
O=C1CCCC/C1=C\Nc1ccc(S(=O)(=O)Nc2cnc3ccccc3n2)cc1,-24%,-2%,-0.1%,2%,4%,0%,3%,1,-13%,-2%,-9%
CCC(C)NC(=O)c1ccc(C(=O)c2ccccc2)cc1 (configuration not stated),-6%,-1%,6.5%,0%,7%,-2%,0%,-10,8%,11%,2%
Cc1cccnc1NC(=S)Nc1ccc(Cl)c(Cl)c1,2%,0%,-0.3%,13µM*,2%,?,1%,3,?,2%,-38%
CCOc1ccc(/C=C/c2nc(C#N)c(NCCCN(C)C)o2)cc1,-1%,-2%,-0.6%,4%,-5%,4%,-1%,-14,21%,-5%,5%
O=C(O)CCSc1nnc(COc2cccc3ccccc23)n1-c1cccc(Cl)c1,9%,-4%,-0.1%,-5%,1%,?,0%,-18,5%,1%,-6%
O=C(COC(=O)c1ccc([N+](=O)[O-])s1)Nc1ncc(C(F)(F)F)cc1Cl,7%,-7%,-0.4%,3%,2%,18%,2%,5,17%,-7%,-5%[46.1 µM]
N/C(=N\OC(=O)c1ccc2ccccc2c1)c1ccncc1,-11%,-2%,0.5%,0%,-16%,-18%,0%,-1,?,-30%,6%
O=C(Nc1ccc2ccccc2c1)C(c1ccccc1)C1CCCC1 (configuration not stated),6%,-2%,-0.8%,0%,6%,11%,4%,-34,-11%,?,-8%[46.1 µM]
COc1ccccc1C(=O)NCC(=O)OCC(=O)c1cccc2ccccc12,13%,-1%,0.1%,0%,1%,9%,1%,6,0%,-5%,-4%
O=C(COc1ccccc1C(=O)O)NC1CCCc2ccccc21 (configuration not stated),4%,-1%,0.1%,6%,-1%,-1%,11%,-15,3%,-3%,nt
Cc1cc(/C=C2\SC(=S)NC2=O)c(C)n1-c1ccccc1,3%,?,-0.7%,-4%,-7%,14%,6%,-21,?,-2%,3%
O=c1cc(-c2ccc(O)cc2)oc2ccccc12,-4%,0%,0.5%,2%,?,4%,4%,-9,?,-6%,6%
CCc1c(C)c(C#N)c2nc3ccccc3n2c1-n1nc(C)cc1C,-7%,0%,-1.5%,-3%,-3%,0%,0%,30,-2%,9%,-6%[46.1 µM]
O=C(Nc1ccc([N+](=O)[O-])cc1)C1CC1(c1ccccc1)c1ccccc1 (configuration not stated),9%,-1%,-0.1%,-8%,2%,9%,2%,-15,?,-6%,-5%[46.1 µM]
COC(=O)N/N=C\c1c(C)[nH]n(-c2ccccc2)c1=O,-8%,1%,-0.4%,-11%,0%,15%,0%,-2,-6%,-3%,4%
Cn1c(=O)c2c(nc(CN3CCc4ccccc4C3)n2Cc2ccccc2F)n(C)c1=O,-14%,-3%,0.2%,-23%,-15%,?,-1%,-2,?,3%,-5%
O=S(=O)(Nn1cnnc1)c1ccccc1Cl,6%,-3%,0.0%,4%,5%,9%,0%,1,0%,-3%,5%
CN(CC(=O)NCC(c1ccco1)N1CCCCC1)S(=O)(=O)c1ccc(Cl)cc1 (configuration not stated),-4%,-3%,-0.1%,0%,-1%,14%,-1%,-5,6%,1%,6%
CC(C)Cc1nnc(NC(=O)Cc2ccc([N+](=O)[O-])cc2)s1,5%,-1%,-0.1%,-3%,0%,?,-1%,3,2%,-3%,-4%
Cc1n[nH]c(C)c1S(=O)(=O)N1CCCC(C(=O)N2CCc3ccccc32)C1 (configuration not stated),-22%,-1%,0.3%,7%,0%,-7%,-8%,-7,?,0%,-7%
CCCCNc1c2c(nc3c(-c4ccccc4)c(C)nn13)CCC2,10%,-9%,0.1%,3%,nt,3%,5%,4,?,4%,3%
O=C(O)c1ccc(-c2ncc[nH]2)cc1,12%,1%,0.1%,-2%,3%,7%,1%,20,1%,-2%,-4%
COc1ccc2c(c1)CCc1c(C(=O)NCCN3CCOCC3)noc1-2,-28%,-6%,-0.1%,3%,nt,-1%,-7%,-10,4%,4%,-8%
CCOc1ccc(C(=O)NNC(=O)CCNC(=O)c2ccco2)cc1OC,-6%,1%,-0.1%,2%,0%,-5%,-1%,5,17%,-6%,-4%
# New compounds follow.
SMILES,Eya2 inh,PTAP TSG101 blk,B2AR arrestin,Tb PFK inh,uPA surface inh,Chronic BCR inh,USP2a block,TSHR antagonist,ELG1 DNA repair,Mito fusion yeast,TCR activator
CCOC(=O)N1CCN(Cc2cn[nH]c2-c2cc3ccccc3o2)CC1,2%,-5%,-0.1%,-3%,1%,?,0%,-9,?,9%,13%
Cc1ccc(S(=O)(=O)NCc2ccc(/C=C(/C#N)C(=O)NCc3ccccc3)o2)cc1,-3%,0%,-0.6%,7%,5%,?,0%,21,-18%,-1%,-5%
CC(C)(C)NC(=O)/C(=C/c1cccnc1)NC(=O)c1ccco1,6%,0%,-0.3%,2%,3%,-4%,-7%,-7,?,-2%,1%
COc1ccc(C2C3=C(CC(C)(C)CC3=O)Oc3ncn(CCCn4ccnc4)c(=N)c32)cc1 (configuration not stated),-7%,-1%,-0.3%,4%,2%,-6%,-1%,0,0%,0%,-1%
Cc1c(/C=N/NC(=O)c2ccc(Br)o2)cnn1C,-12%,-4%,-0.1%,6%,2%,?,1%,0,?,1%,-8%
COc1ccccc1C(=O)NCCC(=O)NCC(c1ccc(F)cc1)N1CCOCC1 (configuration not stated),5%,-7%,-0.6%,-1%,42%[activator],?,0%,-2,8%,-3%,-3%
CCOC(=O)CNC(=O)CSc1nnc(NC(=O)c2ccc(S(=O)(=O)N3CCOCC3)cc2)s1,5%,nt,-1.2%,1%,-3%,3%,2%,4,16%,-2%,-6%
COc1ccc(OC)c(CCNC(=O)C2CCN(c3ncnc4c3nc3n4CCCCC3)CC2)c1,6%,1%,0.1%,7%,3%,2%,3%,6,?,0%,-3%
O=C(NCCc1ccccc1)C1CCN(S(=O)(=O)c2cccc3nsnc23)CC1,-14%,-2%,-0.3%,-1%,-1%,4%,1%,1,-2%,-5%,1%
O=C(O)c1ccc(/C=N/N2CCN(Cc3cccc4ccccc34)CC2)cc1,-24%,1%,0.4%,-1%,2%,1%,2%,-17,-7%,24%,7%
COc1cc(S(=O)(=O)N2CCOCC2)ccc1NC(=O)COC(=O)C12CC3CC(CC(C3)C1)C2,5%,-3%,-0.6%,?,-1%,?,-15%,-3,-29%,19%,-1%
CCc1ccc(/C=N/NC(=O)c2c[nH]c3ccccc23)s1,-38%,-1%,3.7%,1%,0%,?,2%,-5,?,10%,-5%[46.1 µM]
COc1ccc(-c2nc(CN3CCN(C(=O)c4ccco4)CC3)c(C)o2)c(F)c1,-3%,-3%,-3.0%,0%,10%,-1%,-2%,1,19%,-3%,-4%
O=C(COC(=O)CCc1ccccc1)Nc1cc(S(=O)(=O)N2CCOCC2)ccc1N1CCCC1,17%,2%,0.1%,-1%,nt,-3%,1%,-10,-6%,2%,4%
Cc1ccc2[nH]c(C(=O)N3CCCC(Nc4ccc(F)cc4)C3)cc2c1 (configuration not stated),-27%,-5%,0.1%,-1%,1%,?,-6%,2,?,9%,-2%
Cc1ccc(C(C)NC(=O)c2ccncc2)c(C)c1 (configuration not stated),-3%,0%,-0.3%,0%,-1%,1%,3%,-14,?,-1%,4%
CCn1c(=O)n(CC)c2cc(NC(=O)c3ccccc3Cl)ccc21,-6%,-3%,0.5%,2%,-3%,?,2%,0,?,3%,-5%
O=C1c2ccccc2-c2nccnc21,5%,-7%,0.4%,2%,0%,-1%,0%,3,-6%,1%,-4%
CCN(CC(=O)Nc1ccc(NC(C)=O)cc1)C(=O)Cc1c(Cl)cccc1Cl,5%,nt,0.2%,-2%,12%,6%,0%,-9,1%,1%,3%
COc1ccccc1Nc1ncnc2nc[nH]c12,9%,0%,-0.3%,-3%,-3%,?,3%,7,?,0%,2%
